CHRM4 antagonist – human M4 muscarinic receptor antagonists, primary screen, CHO cells, Fluo-8 calcium fluorescence | Muscarinic acetylcholine receptor M4 (Homo sapiens), P08173 | CHO-hM4 cells, ACh EC80 | inhibition, % at 3 µM | actives 0.73% (n = 360,000);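 active means inhibition above its plate's cutoff, the mean inhibition of sample wells plus 3 SD, cut at about 27% in these data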;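 further: 0% = acetylcholine EC80 with DMSO and 100% = DMSO without agonist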
Target sequence (P08173 whole entry, looked up): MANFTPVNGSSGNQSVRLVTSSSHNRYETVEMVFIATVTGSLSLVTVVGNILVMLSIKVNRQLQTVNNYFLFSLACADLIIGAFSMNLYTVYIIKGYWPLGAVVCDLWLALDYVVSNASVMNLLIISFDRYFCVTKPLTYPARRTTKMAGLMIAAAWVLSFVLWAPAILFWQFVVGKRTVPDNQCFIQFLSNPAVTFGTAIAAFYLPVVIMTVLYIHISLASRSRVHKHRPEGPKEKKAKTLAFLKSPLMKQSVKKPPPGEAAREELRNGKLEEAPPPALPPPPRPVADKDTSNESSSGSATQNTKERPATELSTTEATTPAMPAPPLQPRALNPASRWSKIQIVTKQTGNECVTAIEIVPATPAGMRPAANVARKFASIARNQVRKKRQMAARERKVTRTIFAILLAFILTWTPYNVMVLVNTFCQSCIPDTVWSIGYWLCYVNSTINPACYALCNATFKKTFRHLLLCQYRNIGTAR
M1 ag parental – counter-screen for M1 agonists: effect in parental CHO-K1 cells. activation, % at 3 µM. Fluo-8 calcium fluorescence; scaled to maximal ATP response, vehicle zero. actives 0.48% (n = 360,000); in the data active means activation above about 15%;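 further: untransfected CHO-K1 host cells lacking M1 receptor as counterscreen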
CHO parental Ca – ATP-evoked calcium signal inhibitors, parental CHO, primary screen, counter-screen for OX1R antagonist project, cell-based, fluorescence, Fluo-8 calcium dye; parental CHO-K1, ATP-induced calcium, Fluo-8 fluorescence; inhibition, % at 5.6 µM; actives 0.63% (n = 330,000); AID 463079, 2010;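 active means inhibition above that plate's mean sample inhibition plus 3 SD, cut at about 26% in these data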;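 further: 0% = ATP-challenged DMSO wells and 100% = DMSO wells without ATP; some compounds past the cut are filed as inactive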
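Assay system: untransfected parental CHO cell line. Also added: ATP agonist challenge. Dosing: one dose, 5.6 µM nominal. Measured by: Fluo-8 fluorescence. Read-out: % inhibition. Benchmarks: ATP wells versus no-ATP DMSO wells. Repeats: no replicates.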
CHRM1 PAM – human M1 muscarinic receptor positive allosteric modulators, primary screen, CHO-K1 cells, Fluo-8 calcium fluorescence, 1536-well | AID 588819, 2011 | activation, % at 3 µM | actives 0.088% (n = 360,000) | CHO-K1 hM1, ACh EC20; 0% = ACh EC20, 100% = maximal ACh | Muscarinic acetylcholine receptor M1 (Homo sapiens), P11229; in the data active means activation above about 19%, passing the limit was not always enough
CHRM4 agonist – human M4 muscarinic receptor agonists, primary screen, CHO-K1 cells, Fluo-8 calcium fluorescence. CHO-K1 hM4/Gqi5; vehicle 0%, full acetylcholine response 100%. activation, % at 3 µM. Muscarinic acetylcholine receptor M4 (Homo sapiens), P08173. actives 0.14% (n = 360,000). AID 624127, 2012;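 active means activation above the run mean over all test wells plus 3 SD, cut at about 32% in these data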;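 further: peak over basal fluorescence ratio per well then scaled between controls; 0% = DMSO wells and 100% = acetylcholine at EC100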
OXTR potentiate – human OXTR potentiators, primary screen, fluorescence, CHO-OTR cells, Fluo-8 calcium; Oxytocin receptor (Homo sapiens), P30559; Fluo-8 calcium fluorescence, potentiator mode; 0% = oxytocin EC15, 100% = EC100; activation, % at 3 µM; actives 0.061% (n = 320,000); AID 2445, 2010;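 active means activation above that plate's cutoff, the mean activation of tested compounds plus 3 SD, cut at about 6.6% in these data, passing the limit was not always enough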;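 further: 100% uses oxytocin at 75 nM as the full agonist control; some results filed as inactive read as strong as hits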
Target sequence (P30559 whole entry, looked up): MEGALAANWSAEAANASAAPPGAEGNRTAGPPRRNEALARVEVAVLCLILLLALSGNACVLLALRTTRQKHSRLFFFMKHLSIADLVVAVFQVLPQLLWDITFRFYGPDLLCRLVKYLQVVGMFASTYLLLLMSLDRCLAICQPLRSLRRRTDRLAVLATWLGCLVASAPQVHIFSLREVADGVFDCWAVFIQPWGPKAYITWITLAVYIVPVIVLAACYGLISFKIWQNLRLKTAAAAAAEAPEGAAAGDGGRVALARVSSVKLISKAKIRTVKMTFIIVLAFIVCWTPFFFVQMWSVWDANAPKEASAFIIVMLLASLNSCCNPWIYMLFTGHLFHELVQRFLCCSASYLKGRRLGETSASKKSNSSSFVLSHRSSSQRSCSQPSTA
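System: human OTR in CHO cells; Also added: sub-maximal oxytocin, roughly EC15; Timing: compound 6 min at room temperature before oxytocin, 100 s read; Technique: Fluo-8 intracellular calcium fluorescence, ex 470-495, em 515-575 nm; Controls: oxytocin EC15 low and EC100 high; Replication: singlicate.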
CHRM1 antagonist – human M1 muscarinic receptor antagonists, primary screen, CHO-K1 cells, Fluo-8 calcium fluorescence, 1536-well | Muscarinic acetylcholine receptor M1 (Homo sapiens), P11229 | CHO-K1 hM1, ACh EC80 antagonist | actives 1.3% (n = 360,000) | inhibition, % at 3 µM;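 active means percent inhibition above its own plate's cutoff, namely the mean of that plate's compound wells plus 3 SD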;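 further: peak over basal fluorescence ratio during 140 s after agonist addition; 0% = ACh EC80 plus DMSO and 100% = DMSO alone without agonist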
CHO-K1 Ca antag – M1 antagonist counterscreen hit in parental CHO-K1 cells | actives 0.6% (n = 360,000) | ATP-induced calcium, Fluo-8 fluorescence | inhibition, % at 3 µM | AID 602250;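 active means inhibition above a per-plate cutoff, the plate's mean sample inhibition plus 3 SD, cut at about 24% in these data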;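 further: 0% = DMSO plus EC80 ATP and 100% = DMSO alone without ATP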
M1 ag – human M1 muscarinic receptor agonists, primary screen, Fluo-8 calcium fluorescence, CHO-K1 cells, HTS; Muscarinic acetylcholine receptor M1 (Homo sapiens), P11229; CHO-K1 hM1, agonist mode; 0% DMSO, 100% acetylcholine EC100; activation, % at 3 µM; actives 0.33% (n = 360,000);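 active means activation above the run's mean compound activation plus 3 SD, cut at about 16% in these data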;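 further: peak over basal fluorescence ratio within a 140 s kinetic read after compound addition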
Active calls of the source: *; · = no result given.

SMILES	CHRM4 antagonist	M1 ag parental	CHO parental Ca	CHRM1 PAM	CHRM4 agonist	OXTR potentiate	CHRM1 antagonist	CHO-K1 Ca antag	M1 ag
CCN(CC(=O)Nc1c(F)cccc1F)C(=O)CCC(=O)c1ccc(C)cc1	4	-0.7	-22	0	1	-5	-6	15	-4
CCC1(c2ccccc2)NC(=O)N(Cc2ccc(C(=O)OC)cc2)C1=O (stereo unspecified)	-4	1.7	-11	5	2	3	-8	-6	-3
Cc1cc(C)cc(NC(=O)C2CCN(S(=O)(=O)c3ccc4[nH]c(=O)ccc4c3)CC2)c1	-7	0.2	1	-13	2	1	20	8	-4
CC(C)NC(=O)Cn1cc(C(=O)C(=O)N2CCOCC2)c2ccccc21	12	0.8	5	3	0	-5	-5	0	-1
CS(=O)(=O)c1ccccc1-c1nnc(-c2ccc(Cl)cc2)o1	-1	1.5	-19	8	3	-2	-3	-8	-9
COc1ccc(NC(=O)/C(C#N)=C\c2cc(C)n(-c3ccc4c(c3)OCO4)c2C)cc1	-6	0.9	-10	-1	1	0	-1	-4	-7
O=C(c1ccco1)N1CCN(c2nc(-c3ccc(F)cc3)cs2)CC1	0	2.8	-30	9	5	-19	-14	-5	0
O=C(NCCCN1CCCC1=O)C(=O)NCC1OCCN1S(=O)(=O)c1ccc(Cl)cc1 (stereo unspecified)	4	-0.1	-5	8	1	-3	-12	-1	-3
O=C(C1CCN(S(=O)(=O)c2cccc3cccnc23)CC1)N1CCCCC1	5	4.7	-19	-5	7	0	4	-14	-1
CC(C)N1CCN(Cc2cccs2)CC1CCO (stereo unspecified)	-6	0.3	·	0	1	·	-9	-2	-10
O=C(Nc1ccc(Cl)cc1)Nc1ccccc1C(=O)O	-1	-0.6	-7	11	0	-3	8	15	-2
CC(CC(=O)NCc1cccnc1)c1ccccc1 (stereo unspecified)	5	5.7	-6	2	0	-18	-3	-14	-3
CCC(C)NC(=O)Cn1nc(Cc2ccncc2)c2ccccc2c1=O (stereo unspecified)	2	4.4	-5	-5	11	-6	7	-8	2
COc1cccc(CC(NC(C)=O)C(=O)NC2CCN(c3c4c(nc5ncnn35)CCC4)CC2)c1 (stereo unspecified)	-1	0.3	·	-2	0	·	-12	-13	-4
COc1cc(C(O)c2nc(-c3ccncc3)cs2)ccc1F (stereo unspecified)	-7	7.6	·	-4	9	·	1	-4	2
COc1ccc(CNC(=O)CN(C(=O)CCC(=O)Nc2ccccn2)c2ccc3c(c2)OCO3)cc1	2	0.1	-14	6	1	2	-9	12	-8
CCC(C(=O)Nc1ccc(OC)c(Cl)c1)c1ccccc1 (stereo unspecified)	8	3.5	-19	3	2	-5	-6	-6	-7
O=C(c1ccco1)N1CCN(C(=O)C2CCN(S(=O)(=O)c3cnc[nH]3)CC2)CC1	3	0.2	-18	12	1	2	-13	-8	-2
Cc1ccc(C(=O)Nc2sc(C)c(-c3ccccc3)c2C(N)=O)cc1[N+](=O)[O-]	8	0.4	-17	-1	1	-5	-9	-3	-2
CCOc1ccc(CC2CC(=O)NC2=O)cc1 (stereo unspecified)	6	0.5	-7	3	1	-3	-7	-12	-6
COc1ccccc1N1C(=O)C2C(c3ccccc3F)NN(C(=O)c3ccc(C)cc3)C2C1=O (stereo unspecified)	-11	1.9	-14	16	3	5	-13	-13	6
COc1cc(Cl)c(S(=O)(=O)NCCCn2ccnc2)cc1Cl	-11	1.1	-14	-14	2	1	5	-6	-10
COc1ccc(OC)c(NS(=O)(=O)c2ccc(-n3cccn3)cc2)c1	-8	1.7	·	-6	4	·	1	26*	-1
CC1=C(C(N)=O)C(c2cccs2)n2nc(-c3cccc(C)c3)nc2N1 (stereo unspecified)	0	-0.1	-14	3	-1	3	2	10	-2
COc1ccc(C)cc1NC(=O)C(OC(=O)c1ccc(Cl)c(S(=O)(=O)N(C)c2ccccc2)c1)c1ccccc1 (stereo unspecified)	-4	1.7	-5	5	1	4	0	-5	-5
CCOC(=O)CSc1nc2ccccc2c(=O)n1CC(C)C	1	-0.1	-22	-6	0	6	6	5	-10
COc1ccc(NC(=O)NNC(=O)c2ccc(Cl)cc2Cl)cc1OC	0	1.1	-10	11	1	-3	-4	-17	-6
COc1ccc(CCNC(=O)COC(=O)c2cnc(Cl)c(Cl)c2)cc1	-5	0.0	-12	5	-1	0	8	-13	0
CCOC(=O)c1c(NC(C)=O)sc2c(O)c(CN3CCN(CC)CC3)ccc12	-9	-0.2	-10	5	1	-4	-11	-7	-7
CCOC(=O)c1nnc(-c2ccc(C)cc2)nc1Oc1ccccc1Cl	-3	4.6	-1	0	1	0	1	-1	-3

Profiles from above.
`Cc1ccc(C(=O)Nc2sc(C)c(-c3ccccc3)c2C(N)=O)cc1[N+](=O)[O-]` as listed: CHRM4 antagonist: 8; M1 ag parental: 0.4; CHO parental Ca: -17; CHRM1 PAM: -1; CHRM4 agonist: 1; OXTR potentiate: -5; CHRM1 antagonist: -9; CHO-K1 Ca antag: -3; M1 ag: -2
`CCOC(=O)c1c(NC(C)=O)sc2c(O)c(CN3CCN(CC)CC3)ccc12` as listed: CHRM4 antagonist: -9; M1 ag parental: -0.2; CHO parental Ca: -10; CHRM1 PAM: 5; CHRM4 agonist: 1; OXTR potentiate: -4; CHRM1 antagonist: -11; CHO-K1 Ca antag: -7; M1 ag: -7

More compounds follow:
SMILES	CHRM4 antagonist	M1 ag parental	CHO parental Ca	CHRM1 PAM	CHRM4 agonist	OXTR potentiate	CHRM1 antagonist	CHO-K1 Ca antag	M1 ag
Cn1c(N)c(C(=O)COC(=O)c2cc(S(=O)(=O)N3CCOCC3)ccc2F)c(=O)n(C)c1=O	-2	0.9	-18	4	2	-3	-4	-3	-6
CN(Cc1ccccc1)C(=O)COC(=O)c1ccc(-n2cnnn2)cc1	4	0.4	·	12	2	·	-7	2	-5
CNc1ccc(Br)cc(C(=O)/C=C/c2cc(OC)ccc2OC)c1=O	13	1.3	-10	11	4	-3	-2	0	0
COC(=O)C1=CN(c2ccc(F)cc2)C=C(C(=O)OC)C1c1cccc([N+](=O)[O-])c1	-21	-0.2	-8	8	1	-8	-9	-9	-4
COc1ccc(CNC(=O)COC(=O)c2cc(-c3cccs3)nc3ccccc23)cc1OC	2	3.7	-10	-6	12	-5	28	9	-2
Cc1ccc(S(=O)(=O)N2CCCC(C(=O)NCCc3ccc(Cl)cc3)C2)cc1 (stereo unspecified)	-1	0.7	·	1	0	·	-6	-10	-2
Cc1cc(Nc2c(C)n(C)n(-c3ccccc3)c2=O)n2c(nc3ccccc32)c1C#N	5	0.2	-8	0	0	-1	-3	-6	-9
O=C(CSc1ccccc1F)NC(=O)NCc1ccco1	0	0.6	-8	2	1	-1	0	-11	-3
CCn1c(CNC(=O)Cc2ccc(OC)cc2)n[nH]c1=S	-3	1.3	6	4	0	-1	-1	-12	-3
O=C(c1ccc(F)cc1)N1CCN2C(=O)c3ccccc3C12c1ccc(Cl)cc1 (stereo unspecified)	7	-0.7	-26	2	-1	4	4	-12	-7
CC1CCCC(C)N1C(=O)CSc1nnc(CSc2ncccn2)n1C (stereo unspecified)	-14	-0.1	-6	2	1	2	3	-5	-4
CCCCn1c(N)c(N(CC)C(=O)C2CCC2)c(=O)[nH]c1=O	-15	-0.1	-2	7	-1	-5	-6	2	-2
NC(=O)C1(NC(=O)[C@@H]2CC3(CC(c4cccc(NC(=O)[C@@H]5CCC(=O)N5)c4)=NO3)CN2C(=O)c2cnccn2)CC1 (stereo partly specified)	-8	1.6	-6	7	2	-3	0	-11	-6
Cc1ccccc1NC(=O)C1CCCN(c2nnc(N3CCCC3=O)s2)C1 (stereo unspecified)	-23	-0.5	-2	-1	1	-4	-1	26*	-4
CCN1CCN(C(=O)Cn2nc(-c3ccc(Cl)cc3)ccc2=O)CC1	-1	-0.2	-18	-1	0	-2	5	-2	-2
S=C(NCCc1cnc[nH]1)NC1CCCC1	5	0.0	1	-7	0	2	27	15	-2
CCc1nc2ccc(C(=O)NCCOc3ccc(OC)cc3)cn2c1N(C)Cc1nccn1C	-6	0.6	·	0	1	·	0	1	-7
O=C(OCc1ccc(Cl)c(Cl)c1)c1cnccn1	-1	1.2	-6	8	2	-8	-8	-9	-2
CC(C)CC(c1nnnn1C(C)C)N1CCN(C(=O)c2ccco2)CC1 (stereo unspecified)	-13	2.3	-7	7	0	-3	-7	-4	-1
CCC(C)n1c(SCC(=O)NC(=O)c2cccn2C)nc2ccccc2c1=O (stereo unspecified)	1	4.2	-7	0	6	-3	6	-14	-5
CN(N=Cc1cccc2cccnc12)c1ccc([N+](=O)[O-])cc1[N+](=O)[O-]	3	0.5	·	5	0	·	-5	-1	-2
COc1ccc(-c2nc(-c3ccc(O)cc3O)cs2)cc1OC	2	0.0	·	-4	3	·	7	11	-7
CCc1cc(-c2nc(N)ncc2-c2csc(C)n2)c(O)cc1OC	1	5.8	-17	11	2	-3	-7	-5	-12
O=C(NC1CC1)c1ccc(NS(=O)(=O)c2ccccc2)cc1	-3	0.8	-8	9	1	-9	-11	-9	-1
Cn1ncc(C(=O)Nc2ccc(OC(F)(F)F)cc2)c1-n1cccc1	-7	-0.1	-14	5	0	6	-1	-7	-5
Clc1ccc(-c2nnc(-c3ccccc3)c(-c3c[nH]c4ccccc34)n2)cc1	-7	1.4	-3	9	0	-16	-12	-13	-3
CCCc1[nH]nc2c1C(c1ccc(OC(=O)N3CCOCC3)cc1)C(C#N)=C(N)O2 (stereo unspecified)	-15	-0.2	-8	-4	1	-1	-2	-5	-2
Cc1ccc(-n2ncc(Br)c(Br)c2=O)cc1	7	-0.1	·	5	-2	·	1	-6	-3
COc1cccc(Nc2nc(C(N)c3ccccc3)cs2)n1 (stereo unspecified)	5	2.0	·	12	7	·	-10	-2	6
Cc1ccc(Cl)cc1Nc1nc(-c2cccnc2)cs1	1	-0.6	-17	11	-2	-11	-20	-1	-7
CN(Cc1ccccc1)CC(O)COc1ccc(CNCCc2cccnc2)cc1 (stereo unspecified)	-11	-0.2	-8	-2	1	-2	-8	17	-9
CN(CC(=O)NC(=O)NC1CCCCC1)CC(=O)Nc1ccc(OC(F)(F)F)cc1	-7	0.6	-17	3	3	-1	-2	-17	-3
CCOC(=O)C1=C(C)NC(SC)=NC1c1ccccc1 (stereo unspecified)	-2	-0.1	0	-7	0	9	1	-4	-2
Cn1cc(S(=O)(=O)Nc2ccc(Oc3ccccc3)cc2)c(=O)n(C)c1=O	3	1.6	-10	3	3	2	-12	-2	-4
COc1cc(C(=O)NNC(=O)Nc2ccc([N+](=O)[O-])cc2)cc(OC)c1OC	-8	1.1	-5	9	1	-3	-2	13	-3
O=c1ccnc(SCCC(F)=C(F)F)[nH]1	4	-0.2	-5	11	3	-6	-5	-6	-4
